All columns: NCI-60 one-dose screen, growth in % after 48 h at 10 µM unless noted; 100 = growth as untreated, 0 = no growth, -100 = all killed.
HOP-92 – HOP-92 NSCLC cells; AID 1794738; hit rate 6.3% among 71,000
EKVX – EKVX NSCLC. hit rate 3% among 71,000
CCRF-CEM – CCRF-CEM leukemia; hit rate 7% among 77,000
UACC-62 – UACC-62 melanoma; hit rate 5.4% among 81,000
RPMI-8226 – RPMI-8226 leukemia cells; hit rate 7.5% among 77,000; AID 1794781
A549/ATCC – A549/ATCC NSCLC. hit rate 3.7% among 81,000. AID 1794740
HOP-62 – HOP-62 NSCLC; hit rate 3.9% among 80,000
M14 – M14 melanoma. hit rate 6.2% among 80,000. AID 1794745
The depositor's hits bear a star; . = not tested or not shown; & = joins results of further samples; ! = a repeat was not active. How the source made its calls: active means growth percent below 10; inactive means the rest.

SMILES	HOP-92	EKVX	CCRF-CEM	UACC-62	RPMI-8226	A549/ATCC	HOP-62	M14
c1ccc2cc(Cn3c[n+](Cc4ccc5ccccc5c4)c4ccccc43)ccc2c1	-28*	14	-13*	-70*	-54*	31	4.0*	-81*
COC(=O)CCC(=O)c1ccccc1	.	90	101	104	99	95	116	103
O=S(=O)(Nc1ccc(Cl)cc1NS(=O)(=O)c1ccccc1)c1ccccc1	65	105	82	77	.	103	103	101
c1ccc(CN2CCOC2)cc1	85	105	.	97	98	133	102	101
COc1ccc(C2C(N)=NNC2c2cccc(O)c2)cc1 (configuration not stated)	88	96	105	91	.	100	90	104
C/C(=N\NC(=S)Nc1cccc(C)c1)c1cc2ccccc2oc1=O	109	103	103	88	99	111	103	97
CN1CCN(Cc2ccc(NC(=O)c3cncc(C#Cc4cnn5ccccc45)c3)cc2C(F)(F)F)CC1	-7.2*	-3.2*	6.2*	14	-18*	4.6*	-15*	-40*
N#CC(C#N)=CNc1ccccc1C(=O)NCCCn1ccnc1	86	99	99	99	100	112	96	101
CC(=O)Nc1cc(Cl)ccc1Cl	.	114	.	109	.	93	107	107
COc1ccc(/C(C#N)=C/c2ccccc2OC)cc1	74	65	16	42	52	36	45	21
FC(F)(F)c1ccc2nc(-c3nnc(-c4ccccc4)o3)c(Cl)nc2c1	96	98	103	97	98	101	115	97
Nc1cc2c(cc1N)C(O)c1ccccc1-2 (configuration not stated)	95	97	78	117	99	78	113	98
C=C(C)[C@@H]1CC[C@]2(C(=O)N3CCN(C)CC3)CC[C@]3(C)[C@H](CC[C@@H]4[C@@]5(C)C/C(=C/c6ccncc6)C(=O)C(C)(C)[C@@H]5CC[C@]43C)[C@@H]12	40	77	25	71	21	40	85	68
C/C(=N/Nc1ccccc1)C(=O)O	90	.	35	26	95	73	86	48
CC(/C=C/c1ccccc1)=N\N	93	99	99	.	100	87	98	92
Cc1ccc2sc3c(NCCCN)nc4ccccc4c3c(=O)c2c1	45	83	5.2*	94	.	44	69	15
CCOC(=O)c1nn(C2CCCCO2)c2ccc(NS(=O)(=O)c3ccc(C)cc3)cc12 (configuration not stated)	96	102	99	87	98	95	101	101
O=S(=O)(O)c1cc(Cl)cc(Cl)c1O	.	100	108	99	110	101	96	108
OC1CCC(O)CC1 (configuration not stated)	.	119&115	110&107	103&102	112	109&107	111&102	106&100
O=C(O)/C=C\C(=O)NCC1CCC(CNC(=O)/C=C\C(=O)O)CC1 (configuration not stated)	95	.	94	107	100	103	95	108
CCSC(SCC)C(O)C(O)C(O)C(O)CO (configuration not stated)	102	95	118	100&102	121&112	90&95	84&95	93&108
N#Cc1ccc(C(=O)CSc2nccc(Nc3ccc(C(=O)O)cc3)n2)cc1	104	108	94	103	108	102	108	110
CC(C)(C)n1cc(-c2ccnc(NCCCNS(=O)(=O)c3cccc(F)c3)c2)c(-c2cccc(F)c2)n1	41	77	52	77	63	69	87	77
Nc1ccc(S(=O)(=O)O)c(N)c1	69	110	105	100	97	101	95	.
Nc1ccc2oc3nccc(NCc4cccc(Br)c4)c3c2c1	41	59	68	60	54	66	82	79

Grouped by structure, those above containing a Cl atom
SMILES	HOP-92	EKVX	CCRF-CEM	UACC-62	RPMI-8226	A549/ATCC	HOP-62	M14
O=S(=O)(Nc1ccc(Cl)cc1NS(=O)(=O)c1ccccc1)c1ccccc1	65	105	82	77	.	103	103	101
CC(=O)Nc1cc(Cl)ccc1Cl	.	114	.	109	.	93	107	107
FC(F)(F)c1ccc2nc(-c3nnc(-c4ccccc4)o3)c(Cl)nc2c1	96	98	103	97	98	101	115	97
O=S(=O)(O)c1cc(Cl)cc(Cl)c1O	.	100	108	99	110	101	96	108

Quoted at random: 7 records from the list
SMILES	HOP-92	EKVX	CCRF-CEM	UACC-62	RPMI-8226	A549/ATCC	HOP-62	M14
Nc1ccc2oc3nccc(NCc4cccc(Br)c4)c3c2c1	41	59	68	60	54	66	82	79
CCSC(SCC)C(O)C(O)C(O)C(O)CO (configuration not stated)	102	95	118	100&102	121&112	90&95	84&95	93&108
CCOC(=O)c1nn(C2CCCCO2)c2ccc(NS(=O)(=O)c3ccc(C)cc3)cc12 (configuration not stated)	96	102	99	87	98	95	101	101
O=S(=O)(O)c1cc(Cl)cc(Cl)c1O	.	100	108	99	110	101	96	108
CC(=O)Nc1cc(Cl)ccc1Cl	.	114	.	109	.	93	107	107
c1ccc(CN2CCOC2)cc1	85	105	.	97	98	133	102	101
Cc1ccc2sc3c(NCCCN)nc4ccccc4c3c(=O)c2c1	45	83	5.2*	94	.	44	69	15

The results go on.
SMILES	HOP-92	EKVX	CCRF-CEM	UACC-62	RPMI-8226	A549/ATCC	HOP-62	M14
Cc1cccc(C(=N)c2ccccc2Cc2ccccc2)c1C	81	.	92	84	95	93	108	98
O=c1[nH][nH]c(=O)c(Cl)c1Cl	99&114	109&109	105&105	99&104	107&107	103&105	102&108	108&114
CCCCCC1CCCCN1C(=O)OCCC (configuration not stated)	93	105	103	103	100	98	99	102
CN1C(=O)/C(=C/c2ccc(C3Oc4ccccc4C4CC(c5ccc(Cl)cc5)=NN43)cc2)SC1=S (configuration not stated)	104	90	100	96	99	104	98	99
Cn1cc(C(=O)c2nc(-c3c[nH]c4ccc(F)cc34)no2)c2cc(F)ccc21	85	90	92	82	99	104	91	97
CCCCNC(=O)NS(=O)(=O)c1ccc(N2N=C(c3ccc(C)cc3C)CC2c2ccc(N(C)C)cc2)cc1 (configuration not stated)	72	.	43	55	34	41	89	.
Cc1cc(C)c2c(-c3nnc(N)o3)cc(=O)oc2c1	92	95	86	95	81	101	100	104
Cn1c(COC(=O)N2CCCCC2)nc2c(N3CCOCC3)nc(-c3ccccc3)nc21	-65*	-59*	-6.4*	-93*	-30*	-40*	-31*	-60*
CN(C)NC(=O)C(c1ccccc1)c1ccccc1	95	98	103	97	105	98	106	98
COc1ccc([C@@H]2c3[nH]c4ccccc4c3C[C@H]3C(=O)N(C4CCN(Cc5c(F)cccc5F)CC4)CC(=O)N23)c(OC)c1	61	47	.	64	42	57	74	.
O=C(Nc1nc2ccc(F)cc2s1)c1cccnc1Nc1ccc(Cl)cc1Cl	-6.8*	1.0*	-3.4*	20	.	17	63	37
COc1ccc(C2N(C)c3ccccc3N2C)cc1	88	.	98	100	91	97	103	108
CCOC(=O)c1cccc(C)c1O	94	106	112	99	107	88	105	102
O=C(CCN1CCCC1)c1ccccc1	92	127	97	112	91	107	110	108
CCC(=O)OC1=C(C)SC2=NC(c3ccc(Cl)cc3)=CC(c3ccc(Cl)cc3)N21 (configuration not stated)	108	.	98	106	90	89	108	101
CCCCCCCC(=O)N(CC)CC	.	.	98	103	.	101	105	105
CN(c1ccc(F)cc1)S(=O)(=O)c1ccc(-c2cnc(C3CC3)o2)cc1	81	47	16	31	14	31	44	15
CCOC(=O)N[C@H]1CCc2cc(OC)c(OC)c(OC)c2-c2ccc(SC)c(=O)cc21	29	32	22	40	.	17	30	4.1*
CCOC(=O)C(=CNc1ccc(-c2cn3c(n2)sc2cc(Oc4ccnc(C(=O)NC)c4)ccc23)cc1)C(=O)OCC	92	101	84	85	71	99	98	99
Cc1nn(-c2ccccc2)c2nc(C)n(/N=C/c3ccccc3O)c(=O)c12	86	90	86	82	79	102	100	92
COc1ccc(-c2nc(SCc3nc4ccccc4[nH]3)nc(N3CCN(C)CC3)c2C#N)cc1	58	91	80	84	83	83	81	110
OCCCOCc1ccccc1	133	91	99	94	105	98	112	101
Cc1ccc(S(=O)(=O)NCCNc2nccc(-c3c(-c4cccc(O)c4)nc4sccn34)n2)cc1	81	.	72	73	83	78	110	75
O=C(O)C(Cl)C(Cl)c1ccccc1Cl (configuration not stated)	108	111	90	113	94	103	.	110
O=C1CSC(=S)N1Cc1ccncc1	94	.	61	102	25	94	96	107

Three entries from above, sorted by SMILES length, highest first:
SMILES	HOP-92	EKVX	CCRF-CEM	UACC-62	RPMI-8226	A549/ATCC	HOP-62	M14
Cn1cc(C(=O)c2nc(-c3c[nH]c4ccc(F)cc34)no2)c2cc(F)ccc21	85	90	92	82	99	104	91	97
Cc1cc(C)c2c(-c3nnc(N)o3)cc(=O)oc2c1	92	95	86	95	81	101	100	104
O=C1CSC(=S)N1Cc1ccncc1	94	.	61	102	25	94	96	107

The listing continues.
SMILES	HOP-92	EKVX	CCRF-CEM	UACC-62	RPMI-8226	A549/ATCC	HOP-62	M14
CCN(CC)CCCC(C)N(Cc1ccccc1)CC(O)c1ccc(Cl)cc1 (configuration not stated)	95&72	96&106	120&103	106&96	97&100	97&103	93&97	104&109
N#CC1=C(N)CC(=O)N1c1ccc(NC(=O)c2ccccc2-c2ccccc2C(=O)O)cc1	91	102	90	93	98	100	96	102
O=C(c1ccccc1)N1Cc2[nH]nc(-c3ccccc3)c2[C@H]2CCCCN21	89	95	97	87	99	100	102	105
CSc1nc2c(c(=O)n1C)CN(Cc1ccccc1)C(=O)C(c1ccccc1)N2 (configuration not stated)	.	97	82	84	71	89	90	101
COc1ccc(-c2nn(-c3cccc(Cl)c3)cc2/C=C2\NC(=S)N(c3ccc(Cl)cc3)C2=O)cc1	29	.	22	3.7*	.	19	.	4.4*
CCOC(=O)c1c(Cl)c2c(n1Cc1cccc(OC)c1)-c1oncc1CC2	31	56	16	34	35	45	38	18
CO/N=C/C=C\C(=O)N/C=C/C[C@H]1/C=C/[C@H](O)/C=C\C=C\c2cccc(O)c2C(=O)O1	-10.0*!	48&35	33&33	-44*	12&13	12&18	17&19	-41*
C=C(C)[C@@H]1CC[C@]2(C(=O)N[C@H](C)C(=O)O)CC[C@]3(C)[C@H](CC[C@@H]4[C@@]5(C)Cc6c([nH]c7ccccc67)C(C)(C)[C@@H]5CC[C@]43C)[C@@H]12	113	92	69	72	64	53	78	94
CN1CCN(Cc2ccc(NC(=O)c3cncc(C#Cc4c(N)ncc5c(F)cccc45)c3)cc2C(F)(F)F)CC1	-59*	11	-40*	-93*	-26*	-91*	-80*	-66*
Cc1[nH]nc2c1C(c1cc([N+](=O)[O-])cs1)C(C#N)=C(N)O2 (configuration not stated)	72	.	35	71	72	95	99	80
Cc1ccc2c(c1)C(O)CCC2 (configuration not stated)	76	107	105	99	98	98	91	99
N#Cc1nc(-c2ccc(F)cc2)oc1S(=O)(=O)N1CCCCC1	79	98	1.8*	94	49	103	102	69
CCOC(=O)C(CC(=O)O)=C(C(=O)OCC)C(=O)OCC	90	.	110	113	.	101	104	115
OC1C2CCC(C2)C1CN1CCOCC1 (configuration not stated)	75	99	108	103	.	99	106	104
CN(C(=N)N)c1ccccc1	.	89	97	104	102	100	112	105
Clc1cnc2ccccc2c1	93	96	111	95	104	105	96	95
CCN1CCCC(N2c3ccccc3Sc3ccccc32)C1 (configuration not stated)	74	116	.	104	95	103	104	100
Cc1ccc(S(=O)(=O)OC[C@@H]2CO2)cc1	102	96	101	104	109	76	95	99
C=CC(=O)NCc1ccc(Nc2nccc(-c3ccc(N4CCCC4)c(C#N)c3)n2)cc1	37	63	49	34	47	19	17	36
CC(C)CCOc1ccc(NC(=S)Nc2ccc(OCCC(C)C)cc2)cc1	75	93	75	106	101	76	100	82
C=C(C)COc1ccc(C(C)(C)C)cc1	99	99	103	.	104	91	91	102
COc1ccc(-c2cnnn2-c2nonc2N)cc1	95	.	105	103	98	104	111	109
CCCCCCCCCCOC(=O)c1nn(C(C)=O)c2cc(F)c(F)cc12	74	94	93	91	89	91	99	93
N#Cc1cnn(-c2cc(Cl)ccc2Cl)c1N	71	.	93	102	95	102	104	105
NS(=O)(=O)c1ccc(CCn2c(SCC(=O)N/N=C/c3cccc(O)c3)nc3ccccc3c2=O)cc1	128	89	74	96	92	105	102	107
CNc1n[nH]c(-c2ccccc2)n1	81	.	97	102	101	107	101	92
CC(COc1ccccc1Cl)OC(=O)C(C)C (configuration not stated)	82	104	86	.	.	70	90	93
Oc1cccc(Nc2nccc(-c3ccc4ccccc4c3)n2)c1	64	50	6.6*	33	9.2*	31	27	8.2*

Screening data deposited in PubChem by NCI.
